GALK inh: qHTS Assay for Inhibitors of Human Galactokinase (GALK). P51570. Purified GALK, Kinase-Glo residual ATP luminescence. Potency, µM (doses to about 57.5 µM), for the others: top-dose activity change, negative = inhibition, most hits filed as inhibitors. actives 0.007% (n = 270,000); also: potency is read from the fitted curve at half-maximal effect; % is scaled to controls: 0 for no effect and ±100 for the full control effect
Target sequence (P51570 whole entry, looked up): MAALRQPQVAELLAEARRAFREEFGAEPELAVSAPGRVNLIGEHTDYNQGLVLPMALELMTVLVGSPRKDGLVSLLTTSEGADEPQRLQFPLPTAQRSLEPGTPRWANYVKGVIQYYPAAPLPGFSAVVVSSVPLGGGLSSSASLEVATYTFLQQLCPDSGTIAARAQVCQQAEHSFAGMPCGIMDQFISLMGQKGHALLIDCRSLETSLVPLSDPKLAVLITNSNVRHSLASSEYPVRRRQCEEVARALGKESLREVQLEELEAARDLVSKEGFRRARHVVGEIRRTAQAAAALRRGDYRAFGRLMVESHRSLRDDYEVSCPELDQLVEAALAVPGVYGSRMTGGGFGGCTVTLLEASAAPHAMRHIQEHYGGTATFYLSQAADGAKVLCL
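Kinase-Glo Plus luminescence measured ATP left after a 1 h room-temperature reaction. The reaction used 5 nM GALK, 100 uM galactose and 35 uM ATP at pH 8.0 (20 mM HEPES, 5 mM MgCl2, 60 mM NaCl, 1 mM DTT, 0.01% BSA).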
CXXC DNA block: qHTS Fluorescence Polarization Assay for Inhibitors of MLL CXXC domain - DNA interaction; MLL-CXXC / FITC-HOXA9 DNA fluorescence polarization; Potency, µM (doses to about 115 µM), for the others: top-dose activity change, negative = inhibition, usual class: inhibitors; AID 2662, 2010; actives 0.037% (n = 290,000); active = well fitted inhibition curve with a large enough effect in the polarisation, with a control signal flat, not every such curve was filed as active; inconclusive = small, poorly fitted or top-dose-only effect, or effect the other way, or a change in a side signal; inactive = no such curve, though single readings can be large or run the other way; the % refers to the polarisation; also: potency is read from the fitted curve at half-maximal effect
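Purified MLL-CXXC (added from a 7 uM solution) was preincubated 5 min at ambient with pinned compounds in 50 mM Tris-HCl pH 7.5, 50 mM NaCl, 1 mM DTT, 0.05% BSA. Fluorescein-labeled HOX-A9 DNA (50 nM solution) followed, 30 min, then polarization read.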
Giardia killer: Small Molecules that selectively kill Giardia lamblia: qHTS | actives 0.15% (n = 340,000) | activity change, % at 7.66 µM, hits read low | Giardia lamblia trophozoite viability; in the data active = activity change below about -80%; inconclusive = between about -30% and that limit;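 also: parasites exposed to compound for two days anaerobically before the ATP read; % is scaled to controls: 0 for no effect and ±100 for the full control effect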
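Each well holds 100 Giardia trophozoites and compound. After two days (48 hrs) at 37 deg C in anaerobic conditions, ATP is quantified by luminescence.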
B2AR arrestin: qHTS assay of beta-arrestin-biased ligands of beta2-adrenergic receptor | AID 492947, 2010 | actives 0.02% (n = 330,000) | Potency, µM (doses to about 46.1 µM), for the others: at the top dose activation, most hits filed as activators | beta-arrestin recruitment to beta2AR, cell-based reporter;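 also: potency is read from the fitted curve at half-maximal effect; 0% = DMSO controls and full agonism = EC100 isoproterenol or metaproterenol; nearly all actives have a fitted effect of over 65% in size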
TRPV1 ag: HTS Assay for Compounds that Act as Agonists of the Vanilloid Receptor 1; Transient receptor potential cation channel subfamily V member 1 (Homo sapiens), Q8NER1; actives 0.19% (n = 320,000); activation, % at 8.33 µM; TRPV1-expressing cells, Fluo-8 calcium influx, agonist mode; in the data active = activation above about 80%; inconclusive = between about 30% and that limit; also: 0% is about no effect
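TRPV1-expressing cells were cultured overnight at 35.5C and loaded with Fluo-8 calcium dye for 40 to 90 min at room temperature. After a 10 s baseline, compound was added and calcium influx was read kinetically for 3 min (ex 480/em 520 nm).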
USP2a block: qHTS Assay for Inhibitors of Ubiquitin-specific Protease USP2a Using CHOP2 as the Reporter; AID 463254, 2010; USP2 core, Ub-CHOP2 coupled fluorogenic reporter, 485/531; Potency, µM (top dose mostly 38.3 µM), inactives show at the highest dose activity change, negative = inhibition, usual class: inhibitors; actives 0.01% (n = 330,000);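 also: potency is read from the fitted curve at half-maximal effect; plate controls were DMSO wells for no effect and full inhibition by NEM control for full effect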
Target sequence (O75604 whole entry, looked up): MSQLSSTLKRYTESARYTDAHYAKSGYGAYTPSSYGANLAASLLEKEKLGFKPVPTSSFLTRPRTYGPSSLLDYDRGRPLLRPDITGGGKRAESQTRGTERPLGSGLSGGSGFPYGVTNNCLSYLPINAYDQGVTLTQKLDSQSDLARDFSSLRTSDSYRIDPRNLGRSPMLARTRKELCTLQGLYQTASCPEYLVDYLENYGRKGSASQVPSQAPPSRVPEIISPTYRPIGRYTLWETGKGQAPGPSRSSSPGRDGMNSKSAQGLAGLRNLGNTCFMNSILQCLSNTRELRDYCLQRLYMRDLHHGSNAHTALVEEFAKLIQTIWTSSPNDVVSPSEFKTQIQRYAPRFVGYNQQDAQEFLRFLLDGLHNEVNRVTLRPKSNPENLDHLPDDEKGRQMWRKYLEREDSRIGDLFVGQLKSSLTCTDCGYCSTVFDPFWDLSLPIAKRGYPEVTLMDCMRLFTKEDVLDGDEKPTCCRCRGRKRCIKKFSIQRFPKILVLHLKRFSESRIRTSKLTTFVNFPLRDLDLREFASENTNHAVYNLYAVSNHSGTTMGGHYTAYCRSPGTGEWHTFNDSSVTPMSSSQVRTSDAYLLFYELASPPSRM
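Cell-free coupled assay: 10nM USP2 core preincubated 30min RT with compound in Tris-HCl pH 8.0/CaCl2/CHAPS buffer, then 25nM Ub-CHOP2 and 25nM reporter substrate; fluorescence (Ex 485/Em 531) read after 60min RT, normalized to NEM inhibition, concentration-response curves fitted.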
hERG WT inh: qHTS for Inhibitors of KCHN2 3.1: Wildtype qHTS. actives 0.37% (n = 340,000). U2OS, BacMam KCNH2, thallium flux FluxOr; hits give low values. activity change, % at 1.84 µM. AID 720551, 2013. Voltage-gated inwardly rectifying potassium channel KCNH2 (Homo sapiens), Q12809;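 active = maximum activity change below -70%; inconclusive = maximum activity change between -70% and -50%; inactive = maximum activity change above -50%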; also: % is scaled to controls: 0 for no effect and ±100 for the full control effect
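U2OS cells transduced with wild-type KCNH2 virus are loaded with FluxOr dye for 45 min, and thallium flux is measured in kinetic reads before and after stimulation buffer. Rate constants are normalized to DMSO controls.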
Coupling enz: qHTS Assay for Inhibitors of Fructose-1,6-bisphosphate Aldolase from Giardia Lamblia: Coupling assay counterscreen; activity change, negative = inhibition, % at 58.2 µM, hits read low; actives 0.67% (n = 290,000); coupling enzyme system counterscreen, AmpLite Red fluorescence; in the data active = activity change below about -30%; also: % is scaled to controls: 0 for no effect and ±100 for the full control effect
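Compounds tested against the coupling enzymes alone at 57.5 uM final; readout was AmpLite Red fluorescence (525/598 nm) after 20 min at RT.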
KCNH2 3.1 inh: qHTS for Inhibitors of KCHN2 3.1: Mutant qHTS; Potassium voltage-gated channel subfamily H member 2, brain isoform KCNH2 3.1 (human); U2OS KCNH2 3.1, thallium flux FluxOr; hits give low values; activity change, % (tested at about 1.8 µM); actives 0.95% (n = 340,000);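 active = maximum activity change below -70%; inconclusive = maximum activity change from -70% to -50%; inactive = maximum activity change above -50%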;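 also: thallium influx rate constant from kinetic fluorescence after stimulation buffer; % is scaled to controls: 0 for no effect and ±100 for the full control effect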
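Normalized rate constant (relative to positive and negative DMSO controls) derived from a 2 min kinetic fluorescence read after stimulation; U2OS cells expressing the 3.1 isoform via virus at 1.77 x 10^8 /mL.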
Menin-MLL TR inh: qHTS Assay for Inhibitors Targeting the Menin-MLL Interaction in MLL Related Leukemias: Competition With Texas Red Labeled MLL-derived Mutant Peptide; O00255; Menin + Texas Red MLL mutant peptide, fluorescence polarization; Potency, µM (highest dose often 61.6 µM), inactives show at the top dose FP activity change, negative = inhibition, actives largely listed as inhibitors; actives 0.23% (n = 270,000); AID 1768, 2009; active = well fitted inhibition curve with a large enough effect in the polarisation, with a control signal flat, not every such curve was filed as active; inconclusive = small, poorly fitted or top-dose-only effect, or effect the other way, or a change in a side signal; inactive = no such curve, though single readings can be large or run the other way; the % refers to the polarisation; also: potency is read from the fitted curve at half-maximal effect; % of control where 0% means no effect; many of its hits are not listed in these tables
PKM2 act: qHTS Assay for Activators of Human Muscle isoform 2 Pyruvate Kinase. purified PKM2, Kinase-Glo ATP luminescence, activation; response scale: 0% is enzyme alone, no compound. AID 1631, 2009. Pyruvate kinase PKM (Homo sapiens), P14618. actives 0.34% (n = 260,000). Potency, µM (highest dose often 57.5 µM), inactives show at the top dose activation, usual class: activators; also: potency is read from the fitted curve at half-maximal effect; % is scaled to controls: 0 for no effect and ±100 for the full control effect; nearly all actives have a fitted effect of over 55% in size
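ATP formation by purified human PK-M2, quantified via coupled luciferase luminescence after 1 h at room temperature with 0.1 mM ADP and 0.5 mM PEP final.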
An asterisk follows results filed as active; u = inconclusive; x = not tested or not shown; [ ] = another dose, or the depositor's remark. Unless noted, calls follow the shape of the dose curve; as a rule, active = well fitted curve in the direction sought with a large enough effect; inconclusive = small, poorly fitted or top-dose-only effect, or another doubt; inactive = no such curve, though single readings can be large; an effect the other way counts as inactive or inconclusive. A portion of the library, so the mix of outcomes need not match the whole.

mol	GALK inh	Coupling enz	B2AR arrestin	hERG WT inh	TRPV1 ag	Menin-MLL TR inh	PKM2 act	CXXC DNA block	Giardia killer	USP2a block	KCNH2 3.1 inh
O=C(Cc1cccs1)N/N=C/C(Cl)=C/c1ccccc1	-2%	4	-0.2%	-2	6	u	12%	11%	-14	1%	2
C/C=C/C(=O)OCC(=O)Nc1nc2ccc(C)cc2s1	4%	1	0.1%	-44	-2	-11%	2%	18%	-10	0%	-14
Cc1ccc(CNC(N)=S)cc1	-2%	2	0.1%	11	-2	-1%	-9%	10%	1	1%	5
O=C(c1cc(S(=O)(=O)N2CCOCC2)ccc1Cl)N1CCOCC1	-3%	1	-0.6%	-4	2	3%	-5%	-13%	2	0%	6
CCOC(=O)c1c(C)c(C(=O)Nc2ccc(N(C)C)cc2)c(C)n1CC	0%	0	-1.0%	1	0	-13%	17%	9%	-6	0%	-6
CN1C(=O)CC(C(=O)O)SC1=Nc1cc(Cl)cc(Cl)c1 (stereo not given)	x	28	-1.5%	-5	4	-2%	-17%	5%	-12	3%	1
Cc1c(NC(=O)c2cc3c(s2)CCCC3)c(=O)n(-c2ccccc2)n1C	0%	2	0.0%	-4	6	-20%	4%	1%	2	4%	0
COc1ccc(/C=N/Nc2nc(N3CCCC3)nc(N3CCCC3)n2)c(OC)c1OC	0%	6	-1.0%	8	u	-27%	11%	1%	11	-4%	-1
C=CCNC(=O)CN1CCC(c2nc3ccccc3[nH]2)CC1	0%	x	0.4%	3	0	x	x	25%	5	1%	1
O=[N+]([O-])c1cc(C(F)(F)F)cc([N+](=O)[O-])c1NN=C1CCCCC1	-1%	-6	-0.1%	0	0	1%	-9%	7%	2	0%	-13
O=C(O)c1cccc(NS(=O)(=O)c2ccc(NC(=O)c3ccco3)cc2)c1	1%	13	-0.5%	9	-3	7%	0%	-2%	12	12%	-16
COc1ccc(S(=O)(=O)NCc2cccnc2)cc1Br	5%	1	-0.2%	-1	1	15%	-9%[11.5 µM]	15%	16	-1%	24
COc1ccc(S(=O)(=O)N2CCOCC2)cc1NC(=O)CCNC(=O)c1ccc(Br)cc1	x	x	0.2%	-9	-1	x	x	x	-7	3%	-23
O=C(CCCOc1ccc(Cl)cc1Cl)NNC(=O)c1ccc(NC(=O)c2ccccc2)cc1	2%	1	3.2%	2	-4	u	0%	12%	20	5%	5
CN(C(=O)COc1ncnc2c1cnn2-c1ccccc1)C1CCCCC1	15%	-1	-0.2%	-5	4	-22%	4%	14%	-16	0%	-3
COc1cccc(OC)c1OCCN(C)C	0%	-34*	-0.4%	5	1	1%	4%	-2%	0	0%	5
COc1ccc(OC)c(C(=O)CN2C(=O)NC(C)(c3ccccc3)C2=O)c1 (stereo not given)	2%	-1	0.1%	-8	1	2%	-1%	0%	-5	1%	-28
CC(C)[C@@H](CO)NS(=O)(=O)c1ccc(Br)cc1F	x	x	-0.6%	-27	x	x	x	x	3	2%	3
CC(=O)c1ccc(OC(=O)C(CCS(C)(=O)=O)N2C(=O)c3ccccc3C2=O)cc1 (stereo not given)	4%	1	0.0%	-15	-3	2%	0%	-4%	2	5%	2
Cc1oc(-c2cccc(Cl)c2)nc1CSCC(=O)O	1%	15	-0.1%	4	0	8%	-1%	-7%	6	-1%	5
Cc1ccc2cc(CCNC(=O)c3ccc4c(c3)OCO4)c(=O)[nH]c2c1C	0%	3	-0.4%	-11	1	-8%	-4%	7%	-21	2%	7
CCCn1c(=O)c(C(=O)NNS(=O)(=O)c2ccc(NC(=O)OC)cc2)c(O)c2ccccc21	-7%	0	0.0%	-10	0	u	-1%	-5%	u	0%	-1
O=C(Nc1ccc2[nH]ccc2c1)c1ccccc1	9%	-3	-0.5%	-3	7	x	-17%	6%	u	-1%	8
COc1cccc(CC(=O)Nc2nc(C)cs2)c1	1%	-1	0.4%	-3	24	1%	-3%	6%	13	-6%	-10
COc1cccc(-c2nc(-c3ccccc3)nc(N3CCN(C)CC3)c2C#N)c1	-2%	-1	0.1%	3	11	u	2%	22%	9	-2%	0
O=C(/C=C/c1ccco1)N(Cc1cccc(F)c1)C1CCS(=O)(=O)C1 (stereo not given)	4%	x	-1.1%	4	-1	x	x	9%	7	5%	18
O=C(Cn1c(=O)sc2ccccc21)Nc1ccc(S(=O)(=O)N2CCCC2)cc1	0%	2	0.0%	-3	15	0%	8%	7%	-16	0%	2
COCCSc1nnc(NC(=O)CCS(=O)(=O)c2ccccc2)s1	6%	0	-0.1%	0	3	15%	x	-3%	2	2%	12
CC(C)NC(=O)c1[nH]nc2c1CCc1ccccc1-2	x	-11	0.7%	x	7	5%	x	13%	-2	-6%	-5
COc1ccc2cc3cc(C(=O)N4CCN(c5ccccc5)CC4)oc3nc2c1	-1%	-3	0.3%	3	5	9%	-1%	-6%	-5	-2%	3

(list continues)
mol	GALK inh	Coupling enz	B2AR arrestin	hERG WT inh	TRPV1 ag	Menin-MLL TR inh	PKM2 act	CXXC DNA block	Giardia killer	USP2a block	KCNH2 3.1 inh
O=C(NCCN1CCN(C(=O)c2cccc(Br)c2)CC1)C(=O)NCc1ccccc1	4%	9	-0.7%	-3	-1	-14%	-3%	3%	16	1%	17
Cc1ccccc1NC(=S)N=Nc1c(O)n(C)c2ccc(S(=O)(=O)N3CCOCC3)cc12	x	-1	u	8	2	u	0%	8%	-5	-12%	2
O=S(=O)(c1ccc2nc(SCc3ccc(Cl)cc3)[nH]c2c1)N1CCOCC1	2%	3	-0.8%	-2	u	5%	-1%	23%	-6	1%	3
CN(CC(=O)NC(=O)NC1CCCCC1)CC(=O)Nc1ccc(OC(F)(F)F)cc1	x	x	3.7%	-31	u	x	x	x	5	1%	-10
Cc1occc1C(=O)NNC(=O)Cc1ccccc1	0%	1	-0.6%	-7	x	x	-1%	-2%	0	4%	-1
C#CCOCCOCCOCCNc1nc(N2CCN(C(=O)CCCCCCCCCCNC(=O)[C@H](CCCCN)n3cc(C)nn3)CC2)nc(N2CCN(C(=O)CCCCCCCCCCNC(=O)[C@@H]([C@H](C)O)n3cc(C)nn3)CC2)n1	x	x	-0.1%	12	-6	x	x	x	-16	-24%	0
COc1ccc(NC(=S)NCCc2ccc(F)cc2)c(OC)c1	3%	0	-0.6%	-3	-3	-4%	3%	-5%	13	5%	102
CCOC(=O)c1ccccc1NC(=O)CSc1nnc(C(C)C)n1CC	0%	2	2.1%	-19	-2	6%	6%	4%	-2	3%	-19
COC(=O)[C@@]1(C)[C@H]2C(=O)N(Cc3ccccc3)C(=O)[C@H]2[C@H]2CN=C(SCC(=O)c3ccccc3)N21	x	x	-0.4%	-3	x	x	x	x	-13	3%	-80*
Cc1ccc(C2(C)CC(C)(C)N(C(=O)CSc3nnc(C)s3)c3ccccc32)cc1 (stereo not given)	1%	-2	-0.3%	18	u	-6%	11%	5%	4	0%	-17
Nc1nc(SCC(=O)O)[nH]c(=O)c1NC(=O)c1ccccc1F	0%	0	0.0%	-4	0	3%	6%	8%	0	0%	7
COc1ccccc1C(=O)O/N=C(/C)c1ccc(N2C(=O)C3CCCCC3C2=O)cc1 (stereo not given)	1%	2	-0.9%	-7	5	-17%	-9%	1%	17	-8%	3
O=S1(=O)N=CN(Cc2cccc(F)c2)c2ccccc21	0%	-7	-0.3%	1	-1	13%	-1%	-2%	3	-1%	-8
CCSC1=C(C#N)C2(CCCCC2)C2=C(CC(C)(C)CC2=O)N1	0%	0	0.0%	-6	u	5%	1%	-1%	3	4%	-19
COc1ccc(C2(C)NC(=O)N(CC(=O)Nc3ccc(S(=O)(=O)N4CCCC4)cc3)C2=O)cc1 (stereo not given)	-2%	1	-0.2%	-9	-2	-2%	0%	0%	6	-2%	3
COc1ccc(Cl)cc1N/C(N)=N/c1nc(C)cc(=O)[nH]1	9%	1	-0.2%	20	-2	-1%	-4%	0%	2	1%	3

Assay outcomes as filed in PubChem.
